Source: PubChem BioAssay
LYP act: LYP (human) phosphatase activation | activation, % at 2 µM | Q9Y2R2 | recombinant LYP, DiFMUP fluorescence; 0 = plate median, 100 = signal doubled | 96,000 tested, 0.11% active;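 active = activation at 2 µM above a set limit, the mean plus 5 SD, cut at about 37% in these data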
Target sequence (Q9Y2R2 whole entry, looked up): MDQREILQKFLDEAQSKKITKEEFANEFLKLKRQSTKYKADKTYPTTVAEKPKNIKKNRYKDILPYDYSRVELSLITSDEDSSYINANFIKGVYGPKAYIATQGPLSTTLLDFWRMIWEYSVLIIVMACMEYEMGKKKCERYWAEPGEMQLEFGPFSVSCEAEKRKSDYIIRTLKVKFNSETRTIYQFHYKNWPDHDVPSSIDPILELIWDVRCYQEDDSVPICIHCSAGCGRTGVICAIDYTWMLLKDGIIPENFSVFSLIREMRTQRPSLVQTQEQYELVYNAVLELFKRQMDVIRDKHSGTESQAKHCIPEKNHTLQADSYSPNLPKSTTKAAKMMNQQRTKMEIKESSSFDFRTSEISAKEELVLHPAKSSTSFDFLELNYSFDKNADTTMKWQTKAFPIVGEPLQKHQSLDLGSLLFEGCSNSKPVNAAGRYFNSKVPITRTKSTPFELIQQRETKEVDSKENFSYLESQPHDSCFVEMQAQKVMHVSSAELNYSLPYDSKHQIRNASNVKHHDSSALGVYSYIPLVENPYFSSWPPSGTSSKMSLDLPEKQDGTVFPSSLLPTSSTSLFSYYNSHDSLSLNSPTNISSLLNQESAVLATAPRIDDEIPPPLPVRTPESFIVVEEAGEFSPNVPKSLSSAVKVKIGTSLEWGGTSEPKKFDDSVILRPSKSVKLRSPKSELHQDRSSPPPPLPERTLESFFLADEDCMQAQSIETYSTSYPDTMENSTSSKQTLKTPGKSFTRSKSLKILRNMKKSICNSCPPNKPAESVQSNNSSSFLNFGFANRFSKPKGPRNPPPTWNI
PostGolgi ctrl: growth of the yeast control strain, post-Golgi counter-screen | efflux-deficient yeast background strain, growth absorbance A615, 16 h | inhibition, % at 10 µM | 98,000 tested, 5% active | AID 738; in the data active = inhibition above about 30%
S1P2 blocker: S1P2 (human) receptor antagonism; O95136; cell-based S1P2 antagonist assay, inhibition at 5 uM; inhibition, % at 5 µM; 97,000 tested, 0.21% active; in the data active = inhibition above about 45%;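 also: CRE beta-lactamase reporter cells expressing human S1P2 stimulated with S1P; 0% = agonist at EC80 alone and 100% = agonist plus reference antagonist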
S1P2 agonist: agonists of human S1P2 receptor; AID 729; 97,000 tested, 0.46% active; activation, % at 4.5 µM; S1P2-expressing cell line, agonist reporter read-out; in the data active = activation above about 16%;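 also: 0% = vehicle low control and 100% = maximal reference agonist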
sEH inhibitor: inhibitors of human soluble epoxide hydrolase | P34913 | recombinant human sEH enzymatic activity assay | inhibition, % at 2 µM | 91,000 tested, 0.34% active; in the data active = inhibition above about 80%; also: values of inactives mirror those of a sister screen read the other way; many of its hits are not listed in these tables
sEH act: soluble epoxide hydrolase (human) activation. purified human sEH enzymatic activity, activator screen. activation, % at 2 µM. 91,000 tested, 0.04% active; in the data active = activation above about 37%; also: values of inactives mirror those of a sister screen read the other way
H69AR inhibit: growth inhibitors of human H69AR lung tumor cells | H69AR lung tumor viability, ATP luminescence, 72 h; hits give low values | viability, % at 10 µM | 85,000 tested, 6% active;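 active = viability at or below 40%; inactive = viability above 40%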;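 also: multidrug resistant small cell line overexpressing MRP-1 efflux transporter; 100% = mean luminescence of untreated control wells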
Lung fibro prol: blocks proliferation of human lung fibroblasts | LL 47 human lung fibroblast viability, ATP luminescence; hits give low values | 85,000 tested, 1.1% active | viability, % at 10 µM | AID 719;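 active = viability at or below 50% in the single dose screen; inactive = viability above 50%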;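 also: compound exposure lasted 72 h before the ATP readout; 100% = median luminescence of untreated cell-only wells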
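Material: human lung fibroblast line LL 47, low passage; Evaluation: viability percentage against median untreated-cell control; Buffer or medium: 15% FBS in IMEM; Incubation: 72 h compound exposure at 37 °C after overnight plating; Dosing: 0.1% DMSO in all compound wells; Measured by: CellTiter-Glo luminescence.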
HUVEC prolif 384: inhibitors of human endothelial cell proliferation | HUVEC proliferation, CellTiter-Glo luminescence, 72 h; hits give low values | viability, % at 10 µM (by protocol) | 86,000 tested, 1.1% active;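 active = viability at or below 30%; inactive = viability above 30%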;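 also: 100% = median luminescence of DMSO-only cell control wells on each plate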
* = called active by the depositor; · = not tested or not shown.

Order of values – LYP act	PostGolgi ctrl	S1P2 blocker	S1P2 agonist	sEH inhibitor	sEH act	H69AR inhibit	Lung fibro prol	HUVEC prolif 384
1. Cc1ccc2c(c1)CC1(CN2C)C(=O)NC(=O)N(c2ccccc2C)C1=O (configuration not stated)
 : 4	3	8	-5	0	1	99	102	91
2. CC1(O)C[C@]2(C)N(O)C3CCCC[C@@H]3N2O1 (some centres not stated)
 : -3	2	-3	-6	-21	23	87	92	93
3. CN(C)C(=O)CSc1nnc([C@@H](N)Cc2ccccc2)o1
 : -4	-7	17	-12	8	-8	96	96	92
4. CCCn1ncc(C(=O)O)c1C
 : 3	9	12	-5	-3	2	95	99	87
5. C(=NC12CN3CN(CN(C3)C1)C2)c1cccnc1
 : 7	-6	6	-4	16	-17	88	95	97
6. CCOC(=O)c1c(NC(=O)C(c2ccccc2)c2ccccc2)sc2c1C1CCN2CC1
 : 10	11	-2	-2	0	2	57	102	80
7. Cn1cccc1CNCCc1ccc(F)cc1
 : -1	·	-3	-1	25	-22	100	106	96
8. COc1ccc(-n2c(O)c(C(C)=NC3CC3)c(=O)[nH]c2=O)cc1
 : -3	5	22	-2	1	-2	94	107	98
9. O=C1NC(=O)C2(Cc3ccccc3N3CCCC32)C(=O)N1c1ccccc1 (configuration not stated)
 : ·	7	·	·	·	·	102	90	87
10. O=C1C2CCCN2C(c2ccccc2)N1c1ccccn1 (configuration not stated)
 : 0	5	-23	-1	·	·	99	104	96
11. O=C(Nc1ccc(Cl)cc1C(=O)c1ccccc1)c1ccccc1
 : 8	13	21	-4	-2	2	·	·	·
12. CC(=NCc1ccco1)c1c(O)n(C)c(=O)n(C)c1=O
 : -7	7	-21	-1	2	-3	·	94	87
13. CN(C)C(=O)Nc1cccc(OC(=O)N(C)C)c1
 : 17	-1	-7	-3	3	-5	99	106	97
14. CC1CN=C(NCc2ccncc2)S1 (configuration not stated)
 : -5	-3	-9	-4	10	-9	104	105	90
15. O=S(=O)(c1ccc(Cl)cc1)N1CN2CCN(C2)C1
 : 4	19	17	-3	-9	6	74	106	98
16. O=C(O)C1CN2CCC1CC2 (configuration not stated)
 : -6	-3	14	0	-10	11	92	97	91
17. O=c1[nH]c(=O)n(CCc2ccccc2)c(O)c1C=NCCCn1ccnc1
 : -3	-3	21	-2	·	·	96	108	89
18. O=C(COc1ccccc1)N1CCN(C/C=C/c2ccccc2)CC1
 : -11	8	12	-5	1	3	65	94	91
19. CCC(=NCCC1=CCCCC1)c1c(O)[nH]c(=O)[nH]c1=O
 : -5	18	1	1	3	-4	84	99	101
20. CCN(CC)CCCOC(=O)C(OC(C)C)(c1ccccc1)c1ccccc1
 : 30	·	-11	-6	3	-3	58	92	87
21. CCN(CC)c1ccc(N=Cc2c(O)n(-c3ccccc3C)c(=O)[nH]c2=O)cc1
 : -9	6	0	-5	5	-4	55	93	83
22. Cc1ccc(NC(=O)CSc2nnc([C@@H](N)Cc3c[nH]c4ccccc34)o2)c(C)c1
 : -6	0	2	-1	-8	8	83	98	95
23. O=C1/C(=C/c2cc([N+](=O)[O-])ccc2Cl)N2CCC1CC2
 : -4	13	6	-3	-2	0	·	·	·
24. CCOC(=O)C1SC2(C(F)F)CC1(O)c1c(c(OC)c3occc3c1OC)O2 (configuration not stated)
 : 10	24	9	1	10	-7	68	100	88
25. NCC1(c2ccc3c(c2)OCCO3)CCCC1
 : -6	7	-12	-3	4	-2	100	97	112
26. CCOC(=O)c1c(N)n(Cc2ccccc2)c2nc3ccccc3nc12
 : 6	25	-14	1	16	-16	74	·	96
27. O=c1c2ccccc2nc(N2CCCC2)n1-c1ccc(Cl)cc1
 : -6	18	7	-4	·	·	99	93	110
28. CCN1CCN(C(=O)COc2ccc(S(=O)(=O)NC(C)C)cc2)CC1
 : 6	·	20	-7	-3	9	90	97	89
29. Fc1ccccc1CCNCc1cccc(Cl)c1Cl
 : -8	6	14	-6	6	-8	·	·	·
30. Cc1cc([P+](=O)O)c(C)n1-c1ccc(Br)cc1
 : -1	-1	5	-1	0	0	99	101	112
31. COCCOC(=O)c1c(N)n(Cc2ccccc2)c2nc3ccccc3nc12
 : ·	8	·	·	·	·	67	97	86
32. COc1ccc(CN2C(=O)CC(=O)NC2=O)cc1
 : 5	6	-2	-5	·	·	102	117	96
33. COc1ccc(Br)cc1CN1CCN(CCO)CC1
 : -8	21	9	0	6	-6	97	103	102
34. CCCCn1c(O)c(C(C)=Nc2c(C)n(C)n(-c3ccccc3)c2=O)c(=O)[nH]c1=O
 : -5	-9	-3	-5	-18	17	97	107	97
35. CCOc1ccc(CC2C(=O)NC(=O)N(c3ccc(CC)cc3)C2=O)cc1 (configuration not stated)
 : 0	-3	-17	1	5	-4	99	100	98
36. C=CCC1(CN2CCCCCC2=O)C(=O)NC(=O)NC1=O
 : -7	-5	11	-8	0	2	99	100	89
37. CCCCn1c(O)c(C=NCCN2CCCCC2)c(=O)[nH]c1=O
 : -5	6	22	-8	-5	4	93	94	89
38. CN1CCc2nc(N)c(C#N)c(-c3ccccc3)c2C1
 : -15	8	17	-3	-6	7	·	·	·
39. O=C1NC(=O)C2(Cc3ccccc3N3CCCC32)C(=O)N1 (configuration not stated)
 : 0	22	-12	-5	-16	13	101	100	96
40. Cc1ccc(S(=O)(=O)N2CN3CCN(C3)C2)cc1
 : 2	4	7	-2	9	-11	84	107	96
41. O=C1/C(=C\c2ccc3c(c2)OCO3)N2CCC1CC2
 : 2	-4	-15	-10	8	-8	·	·	·
42. CCc1ccccc1NC(=O)CSc1nnc([C@@H](N)Cc2c[nH]c3ccccc23)o1
 : -8	-1	-13	-3	3	-5	79	95	90
43. Cc1cc2c(s1)NC(=O)CN=C2c1cccs1
 : 4	11	-17	1	6	-4	58	105	97
44. COC(=O)COc1cc(C)cc2oc(=O)c3c(c12)CCCC3
 : ·	12	·	·	·	·	81	100	99
45. c1ccc(C2CC3CC(c4ccco4)N2O3)cc1 (configuration not stated)
 : 3	26	-4	-4	-12	9	87	106	99
46. O=C(CCN1C(=O)COc2ccccc21)N1CCC2(CC1)OCCO2
 : -10	-6	6	-7	-10	10	103	103	90
47. Cc1ccccc1CS(=O)(=O)Cc1ccc(C(=O)N2CCC3(CC2)OCCO3)o1
 : 0	26	9	-6	8	-9	75	88	108
48. Cn1cccc1CNCCc1ccccc1
 : 6	10	-1	-7	3	0	102	95	98
49. CC1=C(/C=C/c2ccccc2)CCN(C)C1
 : 0	4	-7	-6	-1	3	·	·	·
50. NC(=O)Nc1cccc(C(F)(F)F)c1
 : 0	8	-1	-3	0	1	97	92	94
51. COC(=O)c1cncn1C(C)c1ccccc1 (configuration not stated)
 : 2	20	4	-4	-12	13	92	96	87
52. O=C(N/N=C1/CN2CCC1CC2)c1cccc(O)c1
 : 26	6	-21	-1	51	-50	95	102	93
53. CCC(=Nc1ccc(OC)cc1OC)c1c(O)n(C)c(=O)n(C)c1=O
 : 10	1	27	-8	8	-10	·	90	91
54. N=c1c[n+](CC23CC4CC(CC(C4)C2)C3)[n-]o1
 : -3	6	-7	-3	-1	0	·	·	·
55. CCN1CCN(Cc2ccc(OC(F)(F)F)cc2)CC1
 : -2	-2	-4	-6	-34	27	·	109	91
56. COC(=O)CC1=C(C(=O)OC)C2(C(=O)Nc3c(C)cccc32)C(C#N)=C(N)O1 (configuration not stated)
 : 0	6	6	-1	·	·	94	90	89
57. Fc1ccc(N2CCN(Cc3ccc4c(c3)OCO4)CC2)cc1
 : ·	-2	·	·	·	·	89	99	100
58. CC(C)(C)c1ccc(S(=O)(=O)N2CC3CC(C2)c2cccc(=O)n2C3)cc1 (configuration not stated)
 : 36	-8	2	-5	-18	17	85	93	98
59. O=c1cccc2n1CC1CC2CN(Cc2c(Cl)cccc2Cl)C1 (configuration not stated)
 : ·	20	·	·	·	·	97	97	96
60. CCOC(=O)c1nc2ccccc2c(=O)n1-c1ccc(C)cc1
 : -9	12	-3	-2	1	2	·	·	·

(list continues)
Order of values – LYP act	PostGolgi ctrl	S1P2 blocker	S1P2 agonist	sEH inhibitor	sEH act	H69AR inhibit	Lung fibro prol	HUVEC prolif 384
61. c1cc2n(c1)-c1c(ccc3c1OCO3)CNC2c1ccc2c(c1)OCO2 (configuration not stated)
 : 11	11	3	-8	-9	10	·	·	·
62. CC(C)Oc1ccc(C2C(C#N)=C(N)Oc3c2c(=O)oc2ccccc32)cc1 (configuration not stated)
 : -11	-5	-3	-2	0	4	102	87	87
63. CC(N)Cc1c[nH]c2cc3c(cc12)OCCO3 (configuration not stated)
 : ·	19	·	·	·	·	98	105	88
64. Cc1cccc(OC(=O)N2CCOCC2)c1
 : ·	4	·	·	·	·	89	98	100
65. CN1CCN(c2ccc([N+](=O)[O-])c3cccnc23)CC1
 : 14	2	6	-3	-1	2	·	·	·
66. CCOP(=O)(C#CC(C)(C)C)C(C)(O)c1ccccc1 (configuration not stated)
 : -6	-7	4	-7	13	-13	·	102	105
67. CC(C)C1(C)N=C(c2nc3ccccc3cc2C(=O)O)NC1=O (configuration not stated)
 : 8	22	3	-8	15	-15	83	101	101
68. CCCCn1c(C)c(C(=O)O)c2cc(OC)ccc21
 : 4	8	2	-11	10	-8	69	97	82
69. CCCCC12CNCC(C)(CNC1)C2=O
 : -8	-2	10	-6	-8	7	·	·	·
70. Cc1cc(C=O)c(C)n1C1CCCCC1
 : 0	15	0	-6	5	-8	97	101	96
71. Cc1ccc(C(=O)C2(C)N(O)C(C)C(c3cccs3)=[N+]2[O-])cc1 (configuration not stated)
 : -2	-3	7	-2	0	4	·	·	·
72. CN(C)C(=O)On1c(-c2ccccc2)nc2ccc(Cl)cc21
 : 0	15	4	-4	11	-8	38*	90	98
73. CC(=O)c1c(O)n(C)c(=S)n(-c2ccccc2)c1=O
 : 1	-5	25	-6	-4	4	·	·	·
74. O=C(Cn1ncc2c3ccccc3n(Cc3ccc(F)cc3)c2c1=O)N1CCC2(CC1)OCCO2
 : -6	13	-26	-3	-5	5	101	96	99
75. C=CCn1c(O)c(C(C)=NC2CC2)c(=O)[nH]c1=O
 : -13	12	3	-9	12	-13	102	100	98
76. Cc1nn(Cc2ccccc2)c(C)c1C(=O)OCC(=O)NCc1ccco1
 : 13	6	-7	-2	-4	-2	95	101	93
77. CCCCc1nc2ccccc2c(=O)n1-c1ccc(Cl)cc1[N+](=O)[O-]
 : 1	0	0	-2	-26	28	·	·	·

The list is partial. The share of hits here may be higher or lower than overall.
